Kir21 block = blocks the mouse Kir2.1 inward-rectifier potassium channel | P35561 | HEK293-Kir2.1, FluxOR thallium flux fluorescence; hits give low values | B-score at 10 µM | 310,000 compounds, 0.85% hits | AID 1672;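 active = fluorescence ratio B-score at or below minus 3 SD of library scores, with starting-brightness B-score within 2 SD, cut at about -4.2 in these data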;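 also: channel flux triggered by added potassium and thallium sulfate stimulus; B-score of peak minus minimum fluorescence over baseline after thallium stimulus; more negative B-score means stronger Kir2.1 block with less thallium influx; some compounds called inactive have numbers as strong as hits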
KCNQ2 block = KCNQ2 channel blockers in CHO-K1 cells – cell-based, FluxOR thallium flux, B-score, primary screen (AID 2156); O88943; 20 min; hits give low values; B-score at 10 µM; 310,000 compounds, 1.1% hits;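 active = fluorescence ratio B-score at most minus 3 library SDs, with starting brightness B-score within 2 library SDs, cut at about -5.5 in these data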
Target sequence (O88943 whole entry, looked up): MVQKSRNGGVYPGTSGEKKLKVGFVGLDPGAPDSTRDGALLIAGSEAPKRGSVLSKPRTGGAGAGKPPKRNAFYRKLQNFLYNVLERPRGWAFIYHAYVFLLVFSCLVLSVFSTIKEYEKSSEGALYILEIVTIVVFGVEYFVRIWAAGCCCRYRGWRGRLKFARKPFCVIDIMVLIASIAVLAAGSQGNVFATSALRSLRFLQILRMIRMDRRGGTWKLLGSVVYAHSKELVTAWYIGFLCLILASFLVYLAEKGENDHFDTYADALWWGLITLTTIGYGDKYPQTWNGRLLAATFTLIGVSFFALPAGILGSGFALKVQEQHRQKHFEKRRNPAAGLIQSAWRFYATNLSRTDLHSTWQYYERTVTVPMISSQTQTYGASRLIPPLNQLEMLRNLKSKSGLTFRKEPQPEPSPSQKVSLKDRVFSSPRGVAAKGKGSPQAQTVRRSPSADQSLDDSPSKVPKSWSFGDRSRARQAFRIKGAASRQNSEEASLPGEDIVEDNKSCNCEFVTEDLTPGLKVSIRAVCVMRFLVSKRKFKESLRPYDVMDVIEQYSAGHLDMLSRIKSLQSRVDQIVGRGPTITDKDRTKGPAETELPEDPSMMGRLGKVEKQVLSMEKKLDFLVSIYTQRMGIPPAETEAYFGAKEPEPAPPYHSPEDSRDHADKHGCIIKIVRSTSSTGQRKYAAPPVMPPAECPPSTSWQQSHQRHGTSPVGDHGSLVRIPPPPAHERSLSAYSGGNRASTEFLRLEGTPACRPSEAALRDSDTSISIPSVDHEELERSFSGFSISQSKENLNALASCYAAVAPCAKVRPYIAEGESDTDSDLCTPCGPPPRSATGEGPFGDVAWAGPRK
Starred values were filed as active, the others as inactive; i = inactive.

SMILES | Kir21 block | KCNQ2 block
O=C1CN=C(c2ccc(Br)cc2)c2c(sc3c2CCCC3)N1CCN1CCCCC1 | -0.22 | i
CCCC(C)C1(CC)C(=O)NC(=Nc2ccc(OC)cc2)NC1=O (stereo not drawn) | -0.74 | i
COc1ccccc1N1CCN(Cc2ccccc2F)CC1 | -0.05 | i
CCOC(C[n+]1c(-c2ccccc2)cc(C)cc1-c1ccccc1)OCC | -2.7 | i
C[N+]12CN3CN(CN(C3)C1)C2 | -0.04 | i
Cc1cc(C)cc(-n2c(O)c(C=Nc3ccc(N4CCOCC4)cc3)c(=O)[nH]c2=S)c1 | 1.1 | i
CCC1(CC)C(=O)NC(=Nc2cccc(C(F)(F)F)c2)NC1=O | -1 | i
COc1ccc(Cn2c(O)c(C=NCCN3CCOCC3)c(=O)[nH]c2=O)cc1 | 0 | i
CCN(CC)C(=O)c1ccc(NC(=O)c2cccc(S(=O)(=O)N3CCN(C)CC3)c2)cc1 | -1.1 | i
O=C(CN1CC=C(c2ccccc2)CC1)NC(=O)NCc1ccccc1 | 0.38 | i
CN1C(=O)C(=Cc2c(OCc3cnc(Cl)s3)ccc3ccccc23)C(=O)N(C)C1=O | -0.24 | i
N/C(=N\N=C\c1ccc(O)cc1O)N[N+](=O)[O-] | 1.7 | i
Cc1ccc(N=C(/N=C(\N)N[N+](=O)[O-])Nc2ccc(C)cc2)cc1 | -0.13 | i
Cn1c(O)c(/C=C2\C=Nc3ccccc32)c(=O)n(C)c1=O | -1.3 | i
CNC(=O)OCc1n(C)cc[n+]1C | 0.2 | i
OC1/C(=C/c2ccccc2C(F)(F)F)N2CCC1CC2 (stereo not drawn) | 0.03 | i
O=c1c2ccccc2nc(-c2ccc(Cl)cc2Cl)n1-c1ccncc1 | -0.65 | i
Cc1ccc(-n2c(O)c(/C=N/c3ncc(Br)cc3Br)c(=O)[nH]c2=O)cc1 | -0.75 | i
O=C1N[C@H](Cc2ccccc2)C(=O)N2[C@@H]3[C@H](C[C@@H]12)c1ccccc1N3OOSc1ccccc1 | -1.1 | i
COC(=O)C1=C(c2cc3ccccc3s2)C[C@@H]2CC[C@H]1N2C(=O)NCc1ccco1 | -0.35 | i
COc1cc2nc(CN3CC=C(c4ccccc4)CC3)[nH]c(=O)c2cc1OC | 0.03 | i
Cc1ccc2c(c1)CCCN2N=O | -0.98 | i
CN1CCN(Cc2cc(=O)n3ccsc3n2)CC1 | 2.3 | i
CN1CCN(c2ccc([N+](=O)[O-])c(SCCO)c2)CC1 | -1 | i
Cc1ccc(C(=O)N[C@@H](C)CN2C3=NC[C@H](Cc4ccccc4)N3C[C@H]2Cc2ccc(O)cc2)cc1Br | -5.4* | i
COC(=O)C(O)(c1c(C)[nH]n(-c2ccccc2)c1=O)C(F)(F)F (stereo not drawn) | 1 | i
O=C(c1ccccc1[N+](=O)[O-])N1CCC2(CC1)OCCO2 | -0.96 | i
C=CCn1c(O)c(C(C)=NCCC2=CCCCC2)c(=O)[nH]c1=O | 0.07 | i
CCC(=NCCCO)c1c(O)n(-c2ccc(OC)cc2)c(=O)[nH]c1=O | -4.6 | i
O=[N+]([O-])c1cc([As](=O)(O)c2ccc(O)c([N+](=O)[O-])c2)ccc1O | -0.11 | i
CN1CCCN(C(=O)COc2ccc(F)cc2F)CC1 | -0.2 | i
Cc1cc(=O)oc2cc(OCC(=O)N3C[C@H]4C[C@@H](C3)c3cccc(=O)n3C4)c(Cl)cc12 | 0.6 | i
O=C(/C=C/c1ccc(Cl)cc1)NC(=S)N1C[C@H]2C[C@H](C1)c1cccc(=O)n1C2 | -0.44 | i
O=C(O)CP(=O)(O)c1ccc(Cl)cc1 | -2.7 | i
COc1ccc(CCNCc2ccccc2F)cc1OC | 1.9 | i
CN(C)CCc1nn[nH]n1 | 0.25 | i
Cc1cc2ccccn2c1C(C[N+](=O)[O-])c1c(F)cccc1Cl (stereo not drawn) | -0.86 | i
Cc1cc(N2CCNCC2)nc2ccccc12 | 1.3 | i
COc1ccc(C(O)c2cc(OC)ccc2OP(=O)(N(C)C)N(C)C)cc1 (stereo not drawn) | 0.5 | i
OC1/C(=C/c2ccccc2F)N2CCC1CC2 (stereo not drawn) | 0.97 | i

Two entries from above, as comma-separated lines.
molecule,Kir21 block,KCNQ2 block
COc1ccc(CCNCc2ccccc2F)cc1OC,1.9,i
CN(C)CCc1nn[nH]n1,0.25,i

More results follow:
SMILES | Kir21 block | KCNQ2 block
CN1CCN(Cc2nc3ccccc3n2C)CC1 | 0.4 | i
CCCOP(=O)(OCCC)C(NC(=O)c1cc(OC)c(OC)c(OC)c1)c1ccccc1 (stereo not drawn) | 1.1 | i
C=CCN1C(=O)/C(=C/c2ccc(Br)s2)C(=O)NC1=S | 0.83 | i
CNCCc1nc(N)n[nH]1 | -0.56 | i
COc1nc(NCC2CCCO2)nc(N2CC3CC(C2)c2cccc(=O)n2C3)n1 (stereo not drawn) | 1 | i
CCOc1ccc(C(C)=O)cc1Cc1c(O)[nH]c(=S)[nH]c1=O | -0.61 | i
CN1C[C@H](CNC(=O)OCc2ccccc2)C[C@@H]2c3cccc4c3c(cn4C)C[C@H]21 | -2.3 | i
CC(=O)N(C)CC#CCN1CCC(O)CC1 | 0 | i
O=C(C[N+]12CCC(CC1)C(CO)C2)c1ccc([N+](=O)[O-])cc1 (stereo not drawn) | -0.5 | i
O=C(O)Cc1cnc[nH]1 | -0.82 | i

Full records as entered above. Order of screens: Kir21 block, KCNQ2 block
`CCOc1ccc(C(C)=O)cc1Cc1c(O)[nH]c(=S)[nH]c1=O` is listed as -0.61, i
`CC(=O)N(C)CC#CCN1CCC(O)CC1` is listed as 0, i
`CN1C[C@H](CNC(=O)OCc2ccccc2)C[C@@H]2c3cccc4c3c(cn4C)C[C@H]21` is listed as -2.3, i
`COc1nc(NCC2CCCO2)nc(N2CC3CC(C2)c2cccc(=O)n2C3)n1` (stereo not drawn) is listed as 1, i
`O=C(C[N+]12CCC(CC1)C(CO)C2)c1ccc([N+](=O)[O-])cc1` (stereo not drawn) is listed as -0.5, i

Further compounds:
SMILES | Kir21 block | KCNQ2 block
C[C@]12CCC3C(CC[C@H]4C[C@H](N)CC[C@]34C)C1CC[C@H]2O (stereo partly drawn) | 0.13 | i
COc1ccc(N/N=C/c2c(O)n(-c3cccc(C)c3)c(=O)[nH]c2=O)cc1 | -0.16 | i
CCOc1cc(C)cc2oc(=O)c3c(c12)CCCC3 | 0.38 | i
CCN(CC)c1nc2c(C)cccn2c(=O)c1C=C1C(=O)NC(=O)NC1=O | -2.9 | i
COc1cc(/C=C/[N+](=O)[O-])ccc1O | -0.08 | -7.1*
NCCc1c[nH]c2ccc(OCc3ccccc3)cc12 | 1.6 | i
CNC(=S)N(C)CCc1cc2c(c(OC)c1/C=C1/C(=O)NC(=O)N(C)C1=O)OCO2 | 0.13 | i
Oc1ccc2ccccc2c1CN1CC=C(c2ccccc2)CC1 | 0.26 | i
NCCc1nc2ccccc2s1 | -0.33 | i
Cc1[nH]c2ccc(OC(F)(F)F)cc2c1CCNCc1cccc([N+](=O)[O-])c1 | -2.1 | i
CCC(=NCCc1c[nH]c2ccccc12)c1c(O)n(C)c(=O)n(C)c1=O | -1.1 | i
O=C(COC(=O)Cc1ccccc1)Nc1cc(S(=O)(=O)N2CCCCC2)ccc1Cl | 1.5 | i
CC1CCC2C(C)C(=O)OC3OC4(C)CCC1C32OO4 (stereo not drawn) | 0.14 | i
CC(=O)NC(Cc1ccc(N(CCCl)CCCl)cc1)C(=O)NC(CC(C)C)C(=O)O (stereo not drawn) | -0.05 | i
CC(=NCc1ccc(F)cc1)c1c(O)n(C)c(=O)n(C)c1=O | -0.33 | i
CCOc1ccc(N=Cc2c(O)n(C(C)(C)C)c(=O)[nH]c2=O)cc1 | 0.48 | i
COCCNC(=O)Cn1cc(/C=C2\C(=O)NC(=O)N(c3cccc(C)c3C)C2=O)c2ccccc21 | 0.97 | i
C=C1C2C[C@H](O)C(C)(C)[C@@]2(O)[C@H](O)C[C@]23C[C@@](C)(O)[C@H](CC[C@H]12)[C@H]3OC(C)=O (stereo partly drawn) | 1.2 | i
Oc1cccc2cccnc12 | -0.48 | i
COc1ccc(CCNCc2ccccc2)cc1 | -2.9 | i
C[C@H](NC(=O)CCC(=O)N1C[C@H]2C[C@H](C1)c1cccc(=O)n1C2)c1ccccc1 | 0.18 | i
CCC1(CCCC(=O)c2ccc(F)cc2)C(=O)NC(=S)NC1=O | -0.14 | i
O=C(N/N=C/c1c(O)n(Cc2ccccc2)c(=O)[nH]c1=O)c1ccccc1 | 0.88 | i
Cc1cc(C=C2C(=O)NC(=S)NC2=O)c(C)n1-c1ccc2c(c1)OCO2 | 0.68 | i
O=Cc1cn(Cc2ccc([N+](=O)[O-])cc2)c2ccccc12 | -0.11 | i
COc1ccc(CCn2c(O)c(C=NCCCO)c(=O)[nH]c2=O)cc1OC | 1.8 | i
OCC#CC[N+]1(CC#Cc2ccccc2)CCCC1 | 0.8 | i
Cc1cc(=O)oc2c(C)c(OCC(=O)N3C[C@H]4C[C@@H](C3)c3cccc(=O)n3C4)ccc12 | 0.82 | i
CN1CC(C(=O)c2cccc(C(F)(F)F)c2)C(c2ccc(Cl)cc2)C1 (stereo not drawn) | -6.8* | i
COc1ccc(CN2C(=O)NC(=O)/C(=C/c3ccc(OC)c(OC)c3OC)C2=O)cc1 | -0.47 | i
Cc1cc(Cl)ccc1OC(C)C(=O)O (stereo not drawn) | 0.79 | i
C=CCn1c(O)c(C(CC)=NCc2ccco2)c(=O)[nH]c1=O | -0.64 | i
COc1cccc(N2C(=O)NC(=O)C3(Cc4cc(C)ccc4N(C)C3)C2=O)c1 (stereo not drawn) | -0.13 | i
CCCNS(=O)(=O)c1ccc(OCC(=O)N2CCN(Cc3ccccc3)CC2)cc1 | -0.65 | i
Cc1ccc(-c2nc3ccccc3c(=O)n2-c2nccs2)cc1 | -0.6 | i
CCOP(=O)(OCC)C(NS(=O)(=O)c1ccccc1)C(Cl)(Cl)Cl (stereo not drawn) | -1.4 | i
Cn1c(O)c(C(=O)c2ccccc2F)c(=O)n(C)c1=O | 0.45 | i
N#Cc1ccc(Cn2cc(C(=O)c3ccco3)c3ccccc32)cc1 | -0.85 | i
CCCCCCn1c(N)c(C(=O)NCCN2CCOCC2)c2nc3ccccc3nc21 | 3.1 | i
Cn1nccc1C(=O)N1CCC2(CC1)OCCO2 | 0.77 | i
C=CCn1c(O)c(C(CC)=Nc2cccc(C(=O)O)c2)c(=O)[nH]c1=O | 2.9 | i
CCn1c(O)c(N=Nc2cccc(S(=O)(=O)N3CCOCC3)c2)c(=O)n(CC)c1=S | 0.06 | i
CC12CN3CC(C)(CN(C1)C3c1cccs1)C2O (stereo not drawn) | -1.8 | i
CN1CCN(c2cc(N3CCCCCC3)c(F)cc2[N+](=O)[O-])CC1 | -1.1 | i
CCCCn1c(O)c(C=NC2CCCCC2N)c(=O)[nH]c1=O (stereo not drawn) | -0.84 | i
OC(CNCCc1c[nH]c2ccccc12)c1ccccc1 (stereo not drawn) | -3.3 | i
CC(C)(O)[C@@H]1[C@H]2OC(=O)[C@@H]1[C@]1(O)C[C@H]3O[C@]34C(=O)O[C@H]2[C@]14C (tested in a mixture with another compound) | 0.02 | i
O=C(c1ccc2c(c1)ncn2C1CCCCCC1)N1CCC2(CC1)OCCO2 | -1.7 | i
Cc1cccc(N2CCc3c2nc2ccccc2c3N)c1 | -1.8 | i
Cc1ccc(C2(O)CN3CCC2CC3)cc1 (stereo not drawn) | -1.6 | i
(listing goes on)
SMILES | Kir21 block | KCNQ2 block
C[C@H]1CC[C@@H]2[C@@H](C)[C@H]3[C@H](C[C@H]4[C@@H]5CC=C6C[C@@H](O[C@@H]7O[C@H](CO)[C@H](O)[C@H](O[C@@H]8O[C@H](CO)[C@@H](O)[C@H](O)[C@H]8O)[C@H]7O[C@@H]7O[C@@H](C)[C@H](O)[C@@H](O)[C@H]7O)CC[C@]6(C)[C@H]5CC[C@]34C)N2C1 | -0.29 | i
COCCN1Cc2cc(=O)n3c([nH]c4ccccc43)c2C1=N | 0.1 | i
OCCNc1c2c(nc3ccccc13)CCCC2 | -1.3 | i
O=C1C2CCN(CC2)C1Cc1ccc(OCCOc2ccccc2)cc1 (stereo not drawn) | -1.9 | i
O=c1[nH]c(O)c(N=Nc2cccc(S(=O)(=O)N3CCOCC3)c2)c(=O)[nH]1 | 1.1 | i
COC(=O)C1=CO[C@@H](C)[C@@H]2CN3CC[C@]4(C(=O)Nc5ccccc54)[C@@H]3C[C@H]12 | -0.83 | i
O=c1cc(CN2CCNCC2)nc2sccn12 | -0.03 | i
Cc1ccc(Cc2c(C)nc3nc(SCC(=O)N4CCC5(CC4)OCCO5)nn3c2C)cc1 | 0.05 | i
c1ccc2c3c(ccc2c1)OCC1CONC31 (stereo not drawn) | 1.8 | i
CCCCn1c(O)c(C(C)=NCCc2ccccc2)c(=O)[nH]c1=O | -1.1 | i
C=CCN(CC=C)Cc1c[nH]c2ccccc12 | 1.1 | i
O=c1[nH]c(=O)n(Cc2ccc(F)cc2)c(O)c1C=Nc1ccc(Cl)cc1 | 1.6 | i
Cc1ccc(N2C(=O)NC(=O)C(CCc3ccccn3)(Cc3cccc(Cl)c3Cl)C2=O)cc1 (stereo not drawn) | -0.18 | i
O=Cc1cn(CCCOc2ccccc2)c2ccccc12 | -0.92 | i
O=C1NC(=O)N(c2ccccc2)C(=O)/C1=C\C=C\c1ccccc1 | 1.5 | i
C=CCN1C(=O)CSc2ccc(C(=O)N3CCC4(CC3)OCCO4)cc21 | -0.05 | i
Cc1c(C(=O)O)cccc1-n1c(C)cc(/C=C2\C(=O)NC(=O)N(c3ccc4c(c3)OCO4)C2=O)c1C | -1.4 | i
CCC(=O)N1N=C2C3CCN(CC3)C2C1c1ccc(C)cc1 (stereo not drawn) | -0.53 | i

An excerpt, so the mix of outcomes need not match the whole.
